# EPAC2 agonist: qHTS for Agonist of cAMP-regulated guanine nucleotide exchange factor 4 (EPAC2): primary screen | Rap guanine nucleotide exchange factor 4 (Homo sapiens), Q8WZA2 | EPAC2 activation, biochemical qHTS; response scale: 100% = 6.5 mM cAMP response | Potency, µM (series often up to 154 µM), for inactives: top-dose activation, most hits filed as activators | 0.079% of 360,000 active | AID 720711, 2013; also: potency is read from the fitted curve at half-maximal effect; nearly all actives have a fitted effect of over 50% in size
#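 EPAC2 (100 nM) mixed with Rap1B loaded with BODIPY-GDP (250 nM) plus 50 uM unlabeled GDP; compounds pinned in, 5 min RT, then read every 5 min for 30 min (ex 480, em 540 nm). Normalized to cAMP control.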
# PLK1 PBD block: qHTS for Inhibitors of PLK1-PDB (polo-like kinase 1 - polo-box domain): Primary Screen; Serine/threonine-protein kinase PLK1 (Homo sapiens), P53350; Plk1 PBD binding of FITC phosphopeptide, fluorescence polarization; Potency, µM, inactives show max response, negative = inhibition, hits mostly inhibitors; 2.8% of 360,000 active; AID 720504, 2013; also: potency is read from the fitted curve at half-maximal effect; series mostly up to about 57 µM; % is scaled to controls: 0 for no effect and ±100 for the full control effect; nearly all actives have a fitted effect of over 65% in size
# EPAC1 ag: qHTS for Agonist of cAMP-regulated guanine nucleotide exchange factor 3 (EPAC1): primary screen; Rap guanine nucleotide exchange factor 3 (Homo sapiens), O95398; EPAC1 agonist qHTS, biochemical assay; response scale: 100% = response to 6.5 mM cAMP; Potency, µM (series often up to 154 µM), without a hit: at the highest dose activation, usual class: activators; 0.073% of 360,000 active; also: potency is read from the fitted curve at half-maximal effect; nearly all actives have a fitted effect of over 60% in size
# Target sequence (O95398 whole entry, looked up): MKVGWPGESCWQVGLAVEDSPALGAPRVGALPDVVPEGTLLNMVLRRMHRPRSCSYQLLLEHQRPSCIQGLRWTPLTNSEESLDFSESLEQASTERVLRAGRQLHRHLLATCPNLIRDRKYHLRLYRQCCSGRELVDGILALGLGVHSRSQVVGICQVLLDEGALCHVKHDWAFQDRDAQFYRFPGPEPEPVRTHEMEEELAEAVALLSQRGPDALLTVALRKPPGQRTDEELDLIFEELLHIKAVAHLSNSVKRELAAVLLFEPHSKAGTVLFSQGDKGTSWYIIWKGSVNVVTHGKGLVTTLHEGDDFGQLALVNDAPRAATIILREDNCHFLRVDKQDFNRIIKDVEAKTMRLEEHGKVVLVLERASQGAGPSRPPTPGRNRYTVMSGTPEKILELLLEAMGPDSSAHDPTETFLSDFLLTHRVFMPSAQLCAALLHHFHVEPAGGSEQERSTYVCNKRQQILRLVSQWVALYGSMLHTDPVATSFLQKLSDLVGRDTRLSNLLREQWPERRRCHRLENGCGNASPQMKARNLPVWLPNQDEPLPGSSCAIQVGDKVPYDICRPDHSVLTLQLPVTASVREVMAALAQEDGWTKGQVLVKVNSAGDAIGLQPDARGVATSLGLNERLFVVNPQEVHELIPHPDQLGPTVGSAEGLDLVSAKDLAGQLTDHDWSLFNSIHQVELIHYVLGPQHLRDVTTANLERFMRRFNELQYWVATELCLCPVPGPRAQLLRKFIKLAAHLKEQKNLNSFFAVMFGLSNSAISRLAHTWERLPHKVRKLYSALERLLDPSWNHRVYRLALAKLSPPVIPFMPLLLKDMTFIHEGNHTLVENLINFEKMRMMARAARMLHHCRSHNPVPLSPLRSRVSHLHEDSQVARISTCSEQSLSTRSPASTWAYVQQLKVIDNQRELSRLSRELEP
#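 Read-out is the fluorescence drop as BODIPY-GDP leaves Rap1B (480 nm excitation, 540 nm emission), recorded every 5 minutes over 30 minutes. Reactions held 100 nM EPAC1, 250 nM Rap1B–BODIPY-GDP and 50 uM GDP, with 6.5 mM cAMP setting full activation.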
# PI5P4K alpha inh: qHTS for Inhibitors of phosphatidylinositol 5-phosphate 4-kinase (PI5P4K); Phosphatidylinositol 5-phosphate 4-kinase type-2 alpha (Homo sapiens), P48426; PI5P4Kalpha enzyme, ADP-Glo luminescence, 60 min; active compounds read low; max response, %; 1.2% of 330,000 active; active = max response of -50% or lower; inconclusive = between -30% and -50%; inactive = -30% or higher; also: value at the top dose of about 77 µM; % is scaled to controls: 0 for no effect and ±100 for the full control effect
#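 Single end-point luminescence (ADP-Glo) quantified ADP from PI5P4Kalpha turnover; ATP 5 microM final, 1 h at RT, 0.1% CHAPS and 0.28 mM EGTA in HEPES pH 7.4.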
# IL-2 act: qHTS of IL-2 Activators; IL-2 activation reporter assay, cell-based qHTS; stimulated with anti-CD3/CD4/CD28 beads; in transgenic mouse T cells; activation, % (series mostly up to about 46 µM); 0.065% of 360,000 active; AID 652025, 2013; in the data active = activation above about 50%; inconclusive = mostly about 30% to 49%; also: 0% is about no effect
#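 Unstimulated transgenic mouse T cells preincubated 60 min with compound, then stimulated with anti-CD3/anti-CD4-coated beads plus anti-CD28 for 18 h at 37 degrees C. IL-2 response read as EGFP and DsRed fluorescence by plate cytometry.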
# EPAC1 antagonist: qHTS for Antagonist of cAMP-regulated guanine nucleotide exchange factor 3 (EPAC1): primary screen; Rap guanine nucleotide exchange factor 3 (Homo sapiens), O95398; EPAC1 GEF assay, Rap1b-BODIPY-GDP exchange fluorescence; Potency, µM (series often up to 115 µM), for the others: at the highest dose activity change, negative = inhibition, usual class: inhibitors; 0.14% of 360,000 active;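 also: potency is read from the fitted curve at half-maximal effect; plate controls were vehicle for no effect and positive control for full effect; nearly all actives have a fitted effect of over 50% in size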
# CCT modulator: High-Throughput Screening for Modulators of Cytosolic Chaperonin Activity. AID 651819, 2012. activity change, % (no concentration beside the values), hits read low. 0.3% of 360,000 active. purified chaperonin ATPase assay, HTRF ADP detection, 30 min; in the data active = activity change below about -30%; also: % is scaled to controls: 0 for no effect and ±100 for the full control effect
#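 Enzyme 40 or 20 nM (batch-dependent) in Tris pH 7.4/KCl/MgCl2/DTT; cpd 76 uM single point; ATP 10 uM; 30 min 37 °C; Transcreener ADP HTRF detection, 30 min RT; ratio 665/615.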
# WRN inhibitor: qHTS for Inhibitors of WRN Helicase | Potency, µM (series often up to 114 µM), inactives show at the top dose activity change, negative = inhibition, hits mostly inhibitors | AID 651768, 2012 | 0.46% of 360,000 active | WRN helicase unwinding, fluorescent forked duplex, kinetic | Bifunctional 3'-5' exonuclease/ATP-dependent helicase WRN (Homo sapiens), Q14191; also: potency is read from the fitted curve at half-maximal effect; % is scaled to controls: 0 for no effect and ±100 for the full control effect; nearly all actives have a fitted effect of over 55% in size
#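 Kinetic red-fluorescence monitoring (525/598 nm) tracks WRN helicase activity after 100 nM fluorophore-quencher forked duplex and 2 mM ATP are added to 20 nM enzyme pretreated 15 min at room temperature with compound.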
# * = called active by the depositor; ? = inconclusive; nt = not tested or not shown; [ ] = remark or other dose. Unless noted, calls follow the shape of the dose curve; as a rule, active = well fitted curve in the direction sought with a large enough effect; inconclusive = small, poorly fitted or top-dose-only effect, or another doubt; inactive = no such curve, though single readings can be large; an effect the other way counts as inactive or inconclusive. Only part of the results is shown. The share of hits here may be higher or lower than overall.
SMILES,EPAC2 agonist,PLK1 PBD block,EPAC1 ag,PI5P4K alpha inh,IL-2 act,EPAC1 antagonist,CCT modulator,WRN inhibitor
COc1ccc(NS(=O)(=O)c2ccc3oc(=O)ccc3c2)cc1,-5%,1%,-3%,-1,0.5,9%,-0.6,5%
Nc1nc(-c2ccc3c(c2)CCC(=O)N3)cs1,-2%,-7%,1%,3,4.5,4%,-1.1,-12%
NC(=O)C1(S(=O)(=O)c2ccccc2)CCCCC1,9%,3%,-1%,2,-0.6,2%,-3.6,-1%
OC(CNc1nc(C(F)(F)F)nc2ccccc12)c1ccccc1 (stereo not given),-1%,-2%,-19%,11,0.5,-20%,-2.0,-12%
Cc1nc(C)c2c(c1C(F)(F)F)-c1ccccc1C2(F)F,5%,1%,3%,nt,-0.8,2%,-1.3,-13%[57.1 µM]
O=C(NCc1ccco1)/C(=C\c1ccccc1)NC(=O)c1ccccc1,8%,-2%,3%,1,0.3,-8%,-1.2,3%[57.1 µM]
CC(=O)Nc1ccc(C(=O)OCC(=O)NC(=O)NC(C)(C)C)cc1,8%,-2%,-5%,-3,-0.5,-4%,-0.4,2%
COc1ccc(CNCC(O)COc2ccc(C(C)(C)c3ccccc3)cc2)cc1 (stereo not given),5%,9%,7%,37,-3.8,-5%,0.2,-21%
NC(=O)CSc1nnc(-c2ccncc2)o1,13%,-11%,10%,1,-3.9,-23%,-10,-8%
CCOc1cccc(CN2CCCC(CNC(=O)c3cccc(OC)c3OC)C2)c1 (stereo not given),1%,-12%,-5%,-11,-2.3,-7%,0.6,15%
Cc1nnc(NC(=O)CSc2nnc(-c3ccco3)o2)s1,5%,-2%,2%,-4,0.6,-6%,-13,0%
COc1ccc(NC(=O)c2cccnc2N2CCOCC2)cc1,7%,-14%,-6%,1,0.1,-6%,0.1,2%
O=C(NCCc1ccccc1)C1CC(=O)N(c2ccc3c(c2)OCCO3)C1 (stereo not given),8%,-3%,-3%,-3,-5.4,-7%,0.5,4%
Cn1c(Cn2nnc3ccccc32)nnc1SCC(=O)Nc1nccs1,9%,-9%,0%,-5,-0.3,3%,-2.4,-30%
CC(C)(C)OC(=O)N1CCN(C(=O)[C@H](Cc2ccc(O)cc2)n2cc(CCO)nn2)CC1,0%,1%,3%,-1,-0.4,-18%,0.2,5%
Cn1ncc(N2CCN(C(=O)c3ccc(Cl)cc3)CC2)c(Cl)c1=O,-1%,-3%,-2%,-4,1.2,5%,2.7,7%
CN(c1ccc(C(=O)Nc2ccc(F)cc2F)cc1)S(=O)(=O)c1ccccc1,27%,-12%,18%,1,-2.3,-3%,-0.4,-35%
Cc1ccc(NC(=O)Nc2ccccc2C#N)c(Cl)c1,-10%,2%,2%,-1,2.6,0%,-4.1,-7%
CC(C(=O)Nc1ccccc1)N1C(=O)c2ccccc2C1=O (stereo not given),3%,-5%,-6%,12,12,-1%,-1.2,3%
CCc1c(C(=O)N2CCOCC2)csc1C,-2%,-10%,0%,nt,0.9,17%,2.4,10%

# One compound at a time (already shown). Order of values: EPAC2 agonist	PLK1 PBD block	EPAC1 ag	PI5P4K alpha inh	IL-2 act	EPAC1 antagonist	CCT modulator	WRN inhibitor
# Cc1ccc(NC(=O)Nc2ccccc2C#N)c(Cl)c1 reads -10%	2%	2%	-1	2.6	0%	-4.1	-7%
# CN(c1ccc(C(=O)Nc2ccc(F)cc2F)cc1)S(=O)(=O)c1ccccc1 reads 27%	-12%	18%	1	-2.3	-3%	-0.4	-35%

# (continued)
SMILES,EPAC2 agonist,PLK1 PBD block,EPAC1 ag,PI5P4K alpha inh,IL-2 act,EPAC1 antagonist,CCT modulator,WRN inhibitor
CCC(c1nnc(SCC(=O)Nc2nnc(-c3ccccc3)o2)o1)N(C)C (stereo not given),3%,-9%,2%,-3,-0.4,-1%,-0.4,-14%
CC12CC3CC(C)(C1)CC(CN)(C3)C2,0%[15.6 µM],0%,2%,-2,-0.9,3%,0.1,-1%
Cc1cc(C(=O)COC(=O)c2ccc(O)cc2)c(C)n1CC(F)(F)F,14%,-7%,-5%,0,0.5,-14%,-1.0,0%
CN1C(=O)C(C)(C)c2cc(S(=O)(=O)NCCc3ccc(Cl)cc3)ccc21,1%,-16%,3%,4,2.8,-7%,0.6,-1%
Cc1ccc(S(=O)(=O)Nc2ccc(NC(=O)c3cccs3)cc2)cc1,7%,-1%,-3%,-1,-3.9,-10%,0.8,-2%
O=S(=O)(NC(=S)NC1CCCCC1)c1ccccc1,-3%,-17%,1%,-8,-0.8,2%,-1.8,-2%
Cc1cc(C)c(C(=O)Nc2ccc(C)c(C)c2)c(CC(C)(C)C(=O)O)c1,15%,-15%,0%,12,-2.7,20%,-2.0,-1%
CCOC(=O)C1CCN(S(=O)(=O)Cc2ccc(Cl)cc2)CC1,-3%,?,3%,nt,-0.8,6%,1.6,-13%
Cc1cc(C)n(C(C)CNS(=O)(=O)c2ccc(C)c(C)c2)n1 (stereo not given),7%,-7%,10%,-1,1.2,9%,-1.3,17%
CCOC(=O)C1CCN(S(=O)(=O)c2ccc(OCC)cc2)CC1,-2%,1%,-8%,6,0.5,8%,-1.4,-4%
N#CCSc1ccc(-c2nc3ccccc3[nH]2)cn1,3%,-6%,4%,0,-0.1,?,-0.8,-6%
CC(OC(=O)CCc1ccccc1)C(=O)Nc1ncc(Cl)cc1Cl (stereo not given),7%,-3%,18%,8,-0.3,8%,-2.5,-1%
COc1cc(/C=N/NC(=O)c2cc[n+]([O-])cc2)ccc1O,3%,-5%,-3%,-2,0.0,18%,-3.0,13%
Cc1ccc(CN2C(=O)N/C(=C\c3ccc(N4CCOCC4)cc3)C2=O)cc1,-2%,2%,2%,-3,1.6,10%,1.3,-12%[57.1 µM]
Cc1cc(C)nc(NS(=O)(=O)c2ccc(NS(=O)(=O)c3ccc(C#N)cc3)cc2)n1,1%,-1%,11%,-8,-3.9,1%,-1.9,-31%
Cc1cccc(C)c1NC(=O)COC(=O)C1Cc2ccccc2CN1C(=O)c1ccccc1 (stereo not given),4%,-3%,-6%,-12,-1.6,-11%,-0.3,-23%
NC(=Nc1ccccc1)N(c1ccccc1)c1ccccc1,10%,-19%,-2%,-10,-0.5,-24%,-2.3,3%
Cc1ccc(NS(=O)(=O)c2ccc(OCC(=O)Nc3cccc([N+](=O)[O-])c3)c(C)c2)cc1,23%,-7%,23%,nt,-1.4,-9%,-0.7,-7%
CC(=O)Nc1sc2c(c1CN1CCN(c3ccc(F)cc3)CC1)CCCC2,2%,1%,4%,2,-0.5,1%,-1.8,-11%
Nc1nc(CCl)nc(Nc2ccccc2)n1,3%,-9%,4%,2,-0.7,-4%,3.1,-10%

# Reprinted from the entries so far (11 entries):
SMILES,EPAC2 agonist,PLK1 PBD block,EPAC1 ag,PI5P4K alpha inh,IL-2 act,EPAC1 antagonist,CCT modulator,WRN inhibitor
CCOC(=O)C1CCN(S(=O)(=O)c2ccc(OCC)cc2)CC1,-2%,1%,-8%,6,0.5,8%,-1.4,-4%
N#CCSc1ccc(-c2nc3ccccc3[nH]2)cn1,3%,-6%,4%,0,-0.1,?,-0.8,-6%
CC(OC(=O)CCc1ccccc1)C(=O)Nc1ncc(Cl)cc1Cl (stereo not given),7%,-3%,18%,8,-0.3,8%,-2.5,-1%
COc1cc(/C=N/NC(=O)c2cc[n+]([O-])cc2)ccc1O,3%,-5%,-3%,-2,0.0,18%,-3.0,13%
Cc1ccc(CN2C(=O)N/C(=C\c3ccc(N4CCOCC4)cc3)C2=O)cc1,-2%,2%,2%,-3,1.6,10%,1.3,-12%[57.1 µM]
Cc1cc(C)nc(NS(=O)(=O)c2ccc(NS(=O)(=O)c3ccc(C#N)cc3)cc2)n1,1%,-1%,11%,-8,-3.9,1%,-1.9,-31%
Cc1cccc(C)c1NC(=O)COC(=O)C1Cc2ccccc2CN1C(=O)c1ccccc1 (stereo not given),4%,-3%,-6%,-12,-1.6,-11%,-0.3,-23%
NC(=Nc1ccccc1)N(c1ccccc1)c1ccccc1,10%,-19%,-2%,-10,-0.5,-24%,-2.3,3%
Cc1ccc(NS(=O)(=O)c2ccc(OCC(=O)Nc3cccc([N+](=O)[O-])c3)c(C)c2)cc1,23%,-7%,23%,nt,-1.4,-9%,-0.7,-7%
CC(=O)Nc1sc2c(c1CN1CCN(c3ccc(F)cc3)CC1)CCCC2,2%,1%,4%,2,-0.5,1%,-1.8,-11%
Nc1nc(CCl)nc(Nc2ccccc2)n1,3%,-9%,4%,2,-0.7,-4%,3.1,-10%

# Other entries follow.
SMILES,EPAC2 agonist,PLK1 PBD block,EPAC1 ag,PI5P4K alpha inh,IL-2 act,EPAC1 antagonist,CCT modulator,WRN inhibitor
CN(CCC#N)C(=O)c1cc2c(s1)-c1ccccc1SC2,8%,-17%,3%,-5,-3.7,-11%,-4.0,-2%
Cc1nnc(NC(=O)CSc2nc(CC(C)C)nc3c2c(=O)n(C)c(=O)n3C)s1,-12%,6%,-3%,-3,0.3,11%,-5.3,4%
COc1ccc2[nH]c(=O)c(CN(c3ccc(C)c(C)c3)S(C)(=O)=O)cc2c1,11%,-15%,0%,4,0.3,1%,-3.4,3%
O=C(CCN1C(=O)CSc2ccccc21)Nc1ccc(C(F)(F)F)cc1,-8%,1%,-5%,-2,1.4,-18%,-0.7,1%
COc1cc(C=NN2CCCCC2)cc(OC)c1OC,-7%,1%,-17%,-1,-1.9,15%,-0.3,9%
CCN(CC(=O)Nc1ccc(OC)cc1)C(=O)c1cc(S(=O)(=O)N2CCOCC2)ccc1N1CCCC1,-5%,-1%,-4%,-4,-5.2,-6%,-4.5,2%

# From PubChem
